Source: PubChem BioAssay
A549 tox: kills or reduces viability of A549 cells in Nrf2 counter-screen; A549 ARE-Fluc cells, CellTiter-Fluor viability, 18-24 h; actives 0.16% (n = 390,000); Potency, µM (titrated, usually from 46 µM), without a hit: at the top dose activity change, negative = cytotoxicity, actives largely listed as inhibitors; note: potency is the fitted concentration of half-maximal effect; % is set by controls: 0 for no effect and ±100 for the full control effect
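A549 ARE_Fluc cells in 5% FBS OPTI-MEM were exposed to compounds in concentration-response for 18-24 h at 37 deg C. Viability was read by CellTiter-Fluor fluorescence (Ex 405/Em 525) after 30 min, before the luciferase read.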
ATXN2 expr inh: ATXN2 expression inhibition; Potency, µM (titrated, usually from 57 µM), for the others: at the highest dose activity change, negative = inhibition, usual class: inhibitors; HEK-293 ATXN2-luciferase reporter, luminescence, 24 h; actives 0.72% (n = 360,000); note: potency is the fitted concentration of half-maximal effect; % is set by controls: 0 for no effect and ±100 for the full control effect; nearly all actives have a fitted effect of over 55% in size
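qHTS (up to 57 uM final) was run with 24 h compound exposure of reporter cells at 37 °C. Each well was multiplexed: SteadyGlo luminescence measured ATXN2-luciferase expression after a fluorogenic Gly-Phe-AFC viability readout (25 uM final).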
HepG2 tox: kills HepG2 cells in TGF-b inhibitor counter-screen | AID 588856 | Potency, µM (highest dose often 46.1 µM), for the others: at the highest dose activity change, negative = cytotoxicity, actives largely listed as cytotoxic | HepG2 CAGA-GFP viability, ATP luminescence, 18 h | actives 0.76% (n = 410,000); note: potency is the fitted concentration of half-maximal effect; some results filed as inactive show a strong effect at the top dose
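CellTiter-Glo luminescence gave cytotoxicity after 18 hours at 37 degrees C. The cells were HepG2 CAGA-GFP in 1% FBS DMEM, stimulated with 500 pg/mL TGF-beta after compound addition. %Activity was normalised to no-cell wells (complete cell-killing) and DMSO (no toxicity), and curves were fitted and classified.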
ATXN viability: cell viability loss in ATXN counter-screen. S2 cells (HEK-293 line with an ATXN2-luciferase reporter) viability, CellTiter-Fluor protease fluorescence, 24 h. Potency, µM (titrated, usually from 56.7 µM), usual class: cytotoxic. actives 0.49% (n = 400,000); note: potency is the fitted concentration of half-maximal effect; nearly all actives have a fitted effect of over 40% in size
Nrf2 inh: blocks Nrf2 signaling | actives 2.1% (n = 360,000) | A549 ARE-Fluc reporter, luciferase luminescence, 18-24 h | Potency, µM (titrated, usually from 46 µM), inactives show top-dose activity change, negative = inhibition, usual class: inhibitors; note: potency is the fitted concentration of half-maximal effect; % is set by controls: 0 for no effect and ±100 for the full control effect; nearly all actives have a fitted effect of over 60% in size
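Concentration-response testing used A549 ARE_Fluc cells at 5000 cells/well. Following an 18-24 h compound incubation, viability was read by fluorescence (Ex 405/Em 525) and luciferase output by luminescence.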
TGFb SMAD3 inh: blocks TGF-b signaling; HepG2 CAGA-GFP TGF-b/SMAD3 reporter, GFP fluorescence, 18 h; TGF-beta stimulated, 500 pg/mL final; Potency, µM (series often up to 46.1 µM), without a hit: at the top dose activity, negative = inhibition, most hits filed as inhibitors; actives 1.2% (n = 410,000); note: potency is the fitted concentration of half-maximal effect; % is set by controls: 0 for no effect and ±100 for the full control effect; nearly all actives have a fitted effect of over 65% in size
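TGF-beta reporter screen: HEPG2 CAGA-GFP, 1% FBS, 500 pg/mL TGF-beta final, 18 h; per-cell GFP summed per well; curves fitted and categorized by class.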
MCF10A rereplic: inducers of DNA re-replication in MCF 10A breast cells; MCF 10A DNA re-replication, Hoechst nuclear intensity, 48 h; Potency, µM (top dose mostly 46.1 µM), inactives show at the top dose activity, positive = re-replication, usual class: activators; actives 2.9% (n = 350,000); note: potency is the fitted concentration of half-maximal effect; % of control where 0% means no effect; nearly all actives have a fitted effect of over 50% in size
Nrf2 ARE act: activators of Nrf2 (ARE) signaling. AREc32 ARE-luciferase reporter (MCF7-derived line), luminescence, 24 h. Potency, µM (doses to about 46.1 µM), for the others: at the highest dose activation, most hits filed as activators. actives 0.31% (n = 410,000). AID 624171; note: potency is the fitted concentration of half-maximal effect; % of control where 0% means no effect; nearly all actives have a fitted effect of over 65% in size
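Quantitative high-throughput format: AREc32 reporter cells, 1000 per well, received compound by pin transfer and were incubated 24 hr at 37 deg C, 5% CO2, before Steady-Glo luminescence detection.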
IL1B secr inh: inhibitors of inflammasome signaling (IL-1 beta secretion); actives 4.7% (n = 360,000); AID 743279; activity change, % at 57.5 µM; THP-1 LPS/ATP IL-1B secretion, AlphaLISA, 16 h; stronger effect = lower value; in the data active = activity change below about -50%; inconclusive = mostly about -30% to -49%; note: % is set by controls: 0 for no effect and ±100 for the full control effect
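THP-1 cells pretreated 1 hr with compounds (up to 57.5 uM final), then stimulated with LPS (250 ng/mL final) plus ATP (1.25 mM final); secreted IL-1B measured by AlphaLISA after 16 hr, decreased signal indicating inhibition.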
* marks the source's active call; other numbers are inactive results; i = inactive; ? = inconclusive; / = not tested or not shown; & = joins results of further samples; [ ] = dose if it differs, or a comment. Unless noted, calls come from the whole dose curve; as a rule, active = well fitted curve in the direction sought with a large enough effect; inconclusive = small, poorly fitted or top-dose-only effect, or another doubt; inactive = no such curve, though single readings can be large; an effect the other way counts as inactive or inconclusive.

Compound | A549 tox | ATXN2 expr inh | HepG2 tox | ATXN viability | Nrf2 inh | TGFb SMAD3 inh | MCF10A rereplic | Nrf2 ARE act | IL1B secr inh
CCn1c(=O)c2cc(C(=O)NCCN3CCOCC3)sc2c2ccccc21 | 21% | 8% | -20% | i | -22% | -2% | 4% | 4.4% | ?
O=C(c1cccs1)N1CCN(Cc2cn[nH]c2-c2ccc(F)cc2F)CC1 | -1% | -8% | -17% | i | -9% | -4% | 8% | 0.3% | -51*
O=C(CCc1nnc(COc2ccccc2)o1)NC1(c2ccccc2)CC1 | 13% | / | 10% | i | 7% | -3% | 1% | -0.4% | -17
CCOC(=O)C(Cc1ccc(N)cc1)N1C(=O)c2ccccc2C1=O (stereo not given) | -3% | / | 1% | i | -4% | 1% | 7% | 7.6% | 12
O=C(CN1C(=O)NC2(CCCC2)C1=O)Nc1ccc(S(=O)(=O)N2CCOCC2)cc1 | 5% | -14% | -4% | i | 26% | 5% | ? | -0.1% | 4
CC1CCCCN1S(=O)(=O)c1ccc(NC(=O)c2cccs2)cc1 (stereo not given) | 3% | 7% | -41% | ? | -3% | ? | 21µM* | 7.1% | ?
O=C(N/N=C/c1c(O)n(Cc2ccccc2)c(=O)c2ccccc12)c1cccnc1 | -7% | 17µM* | -40% | / | -5% | 0% | ? | 0.2% | 111
COc1ccc(C(C)=O)cc1CSC(=N)N | -3% | 30% | -14% | i | 5% | -5% | ? | 0.3% | -9
CCCCNC(=O)CCc1c(C)nc2c(c(C)nn2-c2ccccc2)c1C | 6%&1% | -1% | -8%&-41% | i | ? | -10%&4% | 1% | 0.3%&-1.0% | -10
NC(N)=N/N=C/c1ccc(OCc2ccc(Cl)cc2)cc1 | -2% | ? | 10µM* | 32µM* | ? | ? | 1% | -0.8% | -94*
O=C(Nc1ccc(Br)c(Br)c1)C1CCCO1 (stereo not given) | 2% | 35%[activator] | -8% | i | ? | 3% | 26% | 4.0% | ?
CC(C)(C)c1ccc(C(O)c2ncc(-c3ccccc3)[nH]2)cc1 (stereo not given) | / | 13% | -15% | i | / | -11% | / | -1.3% | -24
CCCn1c(CNC(=O)c2ccccc2)nc2ccccc21 | 3% | 7% | 0% | i | 0% | -27% | 3% | 2.3% | 6
CN1CCN(c2ccccc2/C=C2/C(=O)Nc3ccccc32)CC1 | -6% | -31% | -53% | i | 1% | -29% | 6% | 3.7% | ?
O=C(C1CCC1)N1CCc2cc(S(=O)(=O)NCc3ccco3)ccc21 | -5% | -14% | 9% | ? | -20% | 7% | 15% | -0.3% | -16
COC(Cc1n[nH]c(=S)n1-c1ccc(Cl)cc1)OC | 19% | -3% | -1% | i | -2% | 25% | 12% | 0.0% | 20
COc1ccc(C(C)(C)C)cc1NC(=O)CCc1c(C)noc1C | 2% | 1% | 1% | i | -22% | -5% | 10% | 0.1% | 19
C/C(=N\Nc1cccc(Cl)c1)c1ccc(-n2ccnc2)cc1 | -5% | -9% | -20% | ? | ? | 0% | 15% | 0.4% | ?
CC1CCCCN1C(=O)CSc1nc2cc3c(cc2c(=O)n1Cc1ccc2c(c1)OCO2)OCO3 (stereo not given) | 0% | -11% | -12% | ? | -17% | -1% | ? | -0.4% | ?
CCSC(=Nc1ccccc1)N1CCOCC1 | 1% | -7% | -22% | i | -5% | 0% | -35%[inhibitor] | -0.7% | /
O=C(CNc1cccc(Cl)c1)c1ccc(Br)cc1 | 0% | / | -11% | i | 1% | -5% | -2% | 3.7% | 12
COc1ccc(C2/C=C\CN(C(=O)OCC3c4ccccc4-c4ccccc43)CC(=O)N2Cc2cccc(F)c2)cc1 (stereo not given) | -13% | -4% | -37% | i | ? | ? | ? | 7.5% | 2
COc1ccc(CCNC(=O)Cn2cnc3c2c(=O)n(C)c(=O)n3C)cc1OC | 6% | -18% | -20% | i | -8% | -7% | 1% | -0.2% | 32
CC(=O)Nc1cc(-c2cccc(C(=O)NCCO)c2)cn2c(-c3cccc(C(F)(F)F)c3)cnc12 | / | ? | -111% | 32µM* | / | ? | / | -2.3% | -14
CC[C@H](C)[C@H]1CNC(=S)N1CC1CCN(CC2CCC(C)CC2)CC1 (stereo not given in full) | -1% | 0% | -12% | i | -1% | -9% | -3% | 0.1% | -3
CC1CCN(S(=O)(=O)c2ccc(NC(=O)Cc3ccccc3)cc2)CC1 | 7% | 7% | -20% | i | 9% | ? | ? | 1.8% | -2
CCOc1ccc(C(=O)CCN2CCCCC2)cc1 | -2% | 0% | -30% | i | 16% | ? | ? | ? | -6
Cc1ccc(-c2cc(C(=O)Nc3ccc(SC(F)F)cc3)no2)cc1F | 1% | 5% | -16% | i | -23% | 5% | / | -1.0% | /
O=C(CCc1ccccc1)Nc1cccc(NC(=O)CCc2ccccc2)c1 | 0% | 37%[activator] | -21% | i | / | 11% | -8% | -0.7% | -7
CC(C)(C)CC(C)(C)c1ccc(OCC(=O)Nc2ccc(S(=O)(=O)Nc3ncccn3)cc2)cc1 | -1% | -2% | -22% | ? | -14% | -6% | / | 0.9% | /

A portion from the list above, as a working copy:
Compound | A549 tox | ATXN2 expr inh | HepG2 tox | ATXN viability | Nrf2 inh | TGFb SMAD3 inh | MCF10A rereplic | Nrf2 ARE act | IL1B secr inh
O=C(CNc1cccc(Cl)c1)c1ccc(Br)cc1 | 0% | / | -11% | i | 1% | -5% | -2% | 3.7% | 12
COc1ccc(C2/C=C\CN(C(=O)OCC3c4ccccc4-c4ccccc43)CC(=O)N2Cc2cccc(F)c2)cc1 (stereo not given) | -13% | -4% | -37% | i | ? | ? | ? | 7.5% | 2
COc1ccc(CCNC(=O)Cn2cnc3c2c(=O)n(C)c(=O)n3C)cc1OC | 6% | -18% | -20% | i | -8% | -7% | 1% | -0.2% | 32
CC(=O)Nc1cc(-c2cccc(C(=O)NCCO)c2)cn2c(-c3cccc(C(F)(F)F)c3)cnc12 | / | ? | -111% | 32µM* | / | ? | / | -2.3% | -14

Further records:
Compound | A549 tox | ATXN2 expr inh | HepG2 tox | ATXN viability | Nrf2 inh | TGFb SMAD3 inh | MCF10A rereplic | Nrf2 ARE act | IL1B secr inh
COc1ccc(NC(=O)C[C@H]2C(=O)N(C3CCCCC3)C[C@@H]2CSC)cc1 | / | 0% | -40% | i | / | -10% | / | 0.7% | -4
N/C(=N\NS(=O)(=O)c1ccccc1Cl)c1ccccn1 | -9% | 1% | 16% | i | ? | -1% | -3% | -0.8% | 21
COC(=O)COc1ccc2oc(=O)cc(-c3cc4cccc(OC)c4o3)c2c1 | 0% | 1% | 4% | i | 4% | 8% | -1% | -0.6% | 36
c1cnc2nc(CSc3ncn[nH]3)cn2c1 | -5% | -24% | -2% | ? | 10% | 7% | 13% | -0.6% | 13
Cc1nnc(SCC(=O)NC2CCS(=O)(=O)C2)n1-c1ccccc1 (stereo not given) | 4% | -2% | 9% | i | 5% | -7% | -10% | 0.1% | -3
CCCNC(=O)N1CCCC(C(=O)c2cccc(Cl)c2)C1 (stereo not given) | 3% | / | -72% | i | -21% | -17% | 1% | -0.3% | 0
COc1ccc(NC(=O)CN2C(=O)NC3(CC(C)CC(C)(C)C3)C2=O)cc1S(=O)(=O)N1CCCCC1 (stereo not given) | -17% | -4% | 5% | i | -17% | ? | -2% | 0.4% | -28
O=C(COC(=O)c1ccc2c(c1)OCO2)Nc1nc(-c2ccccc2)cs1 | -14% | 20% | -5% | i | -2% | -2% | -3% | 0.2% | -19
Cc1nccn1CCCN1C(=O)CNC1=S | 0% | 12% | 10% | i | -5% | ? | ? | 0.0% | 6
O=S(=O)(Nc1cc(S(=O)(=O)N2CCOCC2)ccc1N1CCCC1)c1cccs1 | 11% | -1% | -11% | i | 23% | 1% | 0% | 0.1% | 1
Cc1nnc(SCC(=O)NC(=O)NCc2ccco2)s1 | 5% | / | -1% | i | ? | 18% | -5% | 0.6% | 1
Cc1cccc(C(=O)Nc2ccc(OCc3cc(=O)n4c5c(sc4n3)CCCC5)cc2)c1 | 2% | 0% | -4% | i | 2% | 18% | / | -0.4% | /

Molecules from the list above containing an aryl thioether with sulfur outside any ring:
Compound | A549 tox | ATXN2 expr inh | HepG2 tox | ATXN viability | Nrf2 inh | TGFb SMAD3 inh | MCF10A rereplic | Nrf2 ARE act | IL1B secr inh
CC1CCCCN1C(=O)CSc1nc2cc3c(cc2c(=O)n1Cc1ccc2c(c1)OCO2)OCO3 (stereo not given) | 0% | -11% | -12% | ? | -17% | -1% | ? | -0.4% | ?
Cc1ccc(-c2cc(C(=O)Nc3ccc(SC(F)F)cc3)no2)cc1F | 1% | 5% | -16% | i | -23% | 5% | / | -1.0% | /
c1cnc2nc(CSc3ncn[nH]3)cn2c1 | -5% | -24% | -2% | ? | 10% | 7% | 13% | -0.6% | 13
Cc1nnc(SCC(=O)NC2CCS(=O)(=O)C2)n1-c1ccccc1 (stereo not given) | 4% | -2% | 9% | i | 5% | -7% | -10% | 0.1% | -3
Cc1nnc(SCC(=O)NC(=O)NCc2ccco2)s1 | 5% | / | -1% | i | ? | 18% | -5% | 0.6% | 1
